LmPK inh = qHTS Assay for Inhibitors of Leishmania Mexicana Pyruvate Kinase (LmPK) | Q27686 | purified LmPK, Kinase-Glo ATP luminescence, 1 h | Potency, µM (doses to about 57.5 µM), for inactives: top-dose activity change, negative = inhibition, most hits filed as inhibitors | 290,000 tested, 0.37% active | AID 1721, 2009; further: potency means the concentration at half of the fitted maximal effect; on the % scale 0 is the no-effect control and ±100 the full control effect
Target sequence (Q27686 whole entry, looked up): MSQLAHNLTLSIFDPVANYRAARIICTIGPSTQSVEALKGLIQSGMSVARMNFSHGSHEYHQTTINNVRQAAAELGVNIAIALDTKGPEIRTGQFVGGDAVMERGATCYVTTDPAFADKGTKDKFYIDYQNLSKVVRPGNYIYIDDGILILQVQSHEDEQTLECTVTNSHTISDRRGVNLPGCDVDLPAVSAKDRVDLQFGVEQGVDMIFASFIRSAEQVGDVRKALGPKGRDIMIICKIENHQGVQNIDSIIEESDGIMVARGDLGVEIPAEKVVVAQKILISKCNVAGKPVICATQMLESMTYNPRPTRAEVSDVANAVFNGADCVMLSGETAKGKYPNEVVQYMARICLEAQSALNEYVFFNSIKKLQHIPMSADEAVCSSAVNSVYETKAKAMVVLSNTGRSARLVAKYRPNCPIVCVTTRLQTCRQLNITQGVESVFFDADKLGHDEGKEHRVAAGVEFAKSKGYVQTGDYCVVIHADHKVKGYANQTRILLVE
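Kinase-Glo luminescence read after 1 h RT reaction of 0.1 nM LmPK with 0.5 mM PEP and 0.1 mM ADP. Activity scaled between uninhibited and enzyme-free controls.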
Shiga inhibitor = A qHTS for Small Molecule Inhibitors of Shiga Toxin. Vero cells, Shiga toxin protein synthesis inhibition reporter. inhibition, % at 38.7 µM. 290,000 tested, 9.2% active. AID 2315, 2010; in the data active means inhibition mostly above about 28%, no sharp cut-off; inactive means mostly below about 43%; further: 0% is about no effect
TbPYK inhibitor = qHTS of Trypanosoma Brucei Inhibitors | 410,000 tested, 0.12% active | Potency, µM (series often up to 76.8 µM), without a hit: at the highest dose activity, negative = inhibition, usual class: inhibitors | AID 624173, 2012 | pyruvate kinase (Trypanosoma brucei), Q57TT1 | TbPYK enzyme, Kinase-Glo Plus ATP luminescence, 45 min; further: potency means the concentration at half of the fitted maximal effect; on the % scale 0 is the no-effect control and ±100 the full control effect; nearly all actives have a fitted effect of over 50% in size
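In this concentration-response screen, enzyme-free wells defined baseline while DMSO plates tracked drift. Each reaction combined TbPYK, substrate, compound and 130 uM ADP for 45 min at room temperature. Kinase-Glo Plus luminescence gave the signal.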
CHX counter = Cycloheximide Counterscreen for Small Molecule Inhibitors of Shiga Toxin | max response, % | cell reporter, cycloheximide protein synthesis inhibition counterscreen | 300,000 tested, 12% active | AID 2314, 2010; in the data active means max response mostly above about 13%, no sharp cut-off; inactive means mostly below about 14%; further: read at 38.3 µM for the half of the compounds with a filed dose; 0% is about no effect
Pf growth 96h = Primary qHTS for delayed death inhibitors of the malarial parasite plastid, 96 hour incubation; Potency, µM (series often up to 28.7 µM), for inactives: at the top dose activity change, negative = inhibition, actives largely listed as inhibitors; P. falciparum luciferase reporter growth, 96 h; 320,000 tested, 6.9% active; further: potency means the concentration at half of the fitted maximal effect; on the % scale 0 is the no-effect control and ±100 the full control effect
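Plates of compound plus infected erythrocytes (2% hematocrit, 0.05% parasitemia final) incubate 96 hours, 37 C, 5% CO2. Detection reagent added; reduced luminescence from the parasites' luciferase reporter flags inhibition.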
AMA1-RON2 inh = qHTS for Inhibitors of AMA1-RON; Towards Development of Antimalarial Drug Lead: Primary Screen. Plasmodium falciparum AMA1 (3D7) - RON2 peptide interaction. AlphaScreen AMA1-biotinylated RON2 peptide binding. Potency, µM (doses to about 58.2 µM), inactives show top-dose activity change, negative = inhibition, actives largely listed as inhibitors. 360,000 tested, 0.2% active. AID 720542, 2013;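 further: potency means the concentration at half of the fitted maximal effect; 0% = vehicle wells and -100% = peptide control; nearly all actives have a fitted effect of over 45% in size; some results filed as inactive show a strong effect at the top dose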
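AMA1 (3D7) with his tag at 25 nM final met compounds first, then biotinylated RON2 peptide at 25 nM; detection used donor plus acceptor beads, 10 µg/mL apiece, read by AlphaScreen after 30 min at room temperature.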
Pf growth 48h = Primary qHTS for delayed death inhibitors of the malarial parasite plastid, 48 hour incubation | 310,000 tested, 5.9% active | AID 504832, 2011 | Potency, µM (doses to about 28.7 µM), inactives show at the top dose activity change, negative = inhibition, actives largely listed as inhibitors | P. falciparum luciferase growth in erythrocytes, 48 h; further: potency means the concentration at half of the fitted maximal effect; on the % scale 0 is the no-effect control and ±100 the full control effect
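Parasite viability was followed by luminescence of a genomically integrated firefly luciferase. Cultures held 0.1% parasitemia at 2% hematocrit (final), incubated under 5% CO2 at 37 C.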
* hit, by the source's call; ? = inconclusive; · = not tested or not shown; [ ] = dose if it differs, or a comment. Unless noted, the call rests on the fitted dose curve; in most records, active means well fitted curve in the direction sought with a large enough effect; inconclusive means small, poorly fitted or top-dose-only effect, or another doubt; inactive means no such curve, though single readings can be large; an effect the other way counts as inactive or inconclusive.

Labels used below: A = LmPK inh; B = Shiga inhibitor; C = TbPYK inhibitor; D = CHX counter; E = Pf growth 96h; F = AMA1-RON2 inh; G = Pf growth 48h
CCC(=O)Nc1cc(C(=O)O)ccc1Sc1ccccc1
  A = 5.4%[11.5 µM]; B = 26.4; C = -16.1%; D = 6.8; E = ?; F = -8.8%; G = 26.6%

CC1=C(C(=O)OC(C)C)C(c2cccc([N+](=O)[O-])c2)n2c(cc(=O)[nH]c2=S)N1 (centres undefined)
  A = 3.1%; B = 11.0; C = 2.1%; D = 0.3; E = -1.3%; F = 33.7%[activator]; G = 12.2%

S=c1[nH]nc(-c2cccnc2)n1/N=C/c1cccs1
  A = -9.5%; B = -15.5; C = ?; D = -2.3; E = -1.8%; F = 54.3%[activator]; G = ?

CCc1cccc(CC)c1NC(=O)CN1CCN(S(=O)(=O)c2ccccc2)CC1
  A = 2.1%; B = 2.4; C = -0.7%; D = -1.1; E = -0.3%; F = 5.9%; G = ?

COCC1CCN(Cc2cn[nH]c2-c2cc3ccccc3o2)C1 (centres undefined)
  A = -4.7%; B = -12.2; C = -4.8%; D = 6.7; E = -24.9%; F = -0.3%; G = -35.7%

CCOC(=O)N1CCC(NC(=O)c2ccc(CS(=O)(=O)c3ccc(OC)cc3)o2)CC1
  A = 0.2%; B = -16.5; C = 6.2%; D = -4.0; E = -28.8%; F = 0.0%; G = ·

CC(=O)Nc1ccccc1C(=O)C(=O)Nc1ccc(C(=O)NCC2CCCO2)cc1 (centres undefined)
  A = -8.3%; B = -4.5; C = -4.1%; D = 11.9; E = 308.2%[activator]; F = -5.0%; G = 24.8%

CCc1[nH]c(=O)c(C#N)c2c1CSC(C)(C)C2
  A = -4.6%; B = -12.3; C = -6.4%; D = -2.2; E = -6.2%; F = 5.7%; G = -1.8%

COc1ccc(N2CCN(C(=O)CN(c3cccc(OC)c3)S(=O)(=O)c3ccccc3)CC2)cc1
  A = -5.3%; B = -1.4; C = -5.2%; D = -3.7; E = ?; F = ?; G = 13.1µM*

CCn1cnc2c1c(=O)n(CC(=O)Nc1ccc(C(N)=O)cc1)c(=O)n2Cc1ccccc1
  A = -4.3%; B = 6.8; C = -4.7%; D = 4.5; E = 13.1µM*; F = 5.4%; G = ?

O=C(N/N=C/c1cccc(O)c1)c1ccc(COc2cccc3cccnc23)cc1
  A = -2.8%; B = 34.5*; C = 6.6%; D = 21.0*; E = ?; F = 7.5%; G = -16.1%

CSCCC(NC(=O)c1cncc(Br)c1)C(=O)O (centres undefined)
  A = 6.6%; B = -10.9; C = -8.7%; D = -0.8; E = ?; F = -16.3%; G = 13.3%

CCOC(=O)C1CCCN(C(=O)c2cc(-c3ccccc3)on2)C1 (centres undefined)
  A = -10.7%; B = 79.4*; C = 1.0%; D = 42.4*; E = ·; F = -8.5%; G = 180.9%[activator]

CN(CCC#N)C(=O)COC(=O)c1ccccc1C(=O)c1ccc(Cl)c([N+](=O)[O-])c1
  A = 0.3%; B = -3.0; C = -1.6%; D = 14.5; E = -22.8%; F = 2.5%; G = -22.6%

c1ccc(-c2onc(-c3ccco3)c2-c2ccc3[nH]ccc3c2)cc1
  A = 0.2%; B = 42.1*; C = 1.4%; D = 34.5*; E = ?; F = -16.0%; G = -4.5%

O=C(CS(=O)(=O)c1ccccc1)NCc1ccco1
  A = 2.2%; B = -1.3; C = -11.2%; D = -2.4; E = 44.5%[activator]; F = -1.4%; G = -5.3%

COc1ccccc1N1C(=O)NC(=O)/C(=C/c2ccc3c4c(cccc24)CC3)C1=O
  A = 1.0%; B = 33.2; C = ?; D = 17.5*; E = -20.4%; F = -19.9%; G = 3.9%

Cc1cc(C)cc(NC(=O)C2(c3ccccc3)CC2(Cl)Cl)c1 (centres undefined)
  A = 2.2%; B = -4.5; C = 5.9%; D = -5.0; E = 2.33µM*; F = 2.6%; G = 4.65µM*

CCCN(CCC)S(=O)(=O)c1ccc(N2CCCC2=O)c([N+](=O)[O-])c1
  A = 5.7%; B = -9.4; C = -7.9%; D = -2.2; E = ?; F = -5.4%; G = 21.3%

CCCn1c(SCC(=O)/C(C#N)=C(\C)N)n[nH]c1=O
  A = -2.0%; B = 21.1; C = -7.9%; D = 1.0; E = ·; F = -4.3%; G = 5.8%

Arranged by molar mass (low to high): some entries from above
Labels used below: A = LmPK inh; B = Shiga inhibitor; C = TbPYK inhibitor; D = CHX counter; E = Pf growth 96h; F = AMA1-RON2 inh; G = Pf growth 48h
CCc1[nH]c(=O)c(C#N)c2c1CSC(C)(C)C2
  A = -4.6%; B = -12.3; C = -6.4%; D = -2.2; E = -6.2%; F = 5.7%; G = -1.8%

O=C(CS(=O)(=O)c1ccccc1)NCc1ccco1
  A = 2.2%; B = -1.3; C = -11.2%; D = -2.4; E = 44.5%[activator]; F = -1.4%; G = -5.3%

CCCn1c(SCC(=O)/C(C#N)=C(\C)N)n[nH]c1=O
  A = -2.0%; B = 21.1; C = -7.9%; D = 1.0; E = ·; F = -4.3%; G = 5.8%

c1ccc(-c2onc(-c3ccco3)c2-c2ccc3[nH]ccc3c2)cc1
  A = 0.2%; B = 42.1*; C = 1.4%; D = 34.5*; E = ?; F = -16.0%; G = -4.5%

CCOC(=O)C1CCCN(C(=O)c2cc(-c3ccccc3)on2)C1 (centres undefined)
  A = -10.7%; B = 79.4*; C = 1.0%; D = 42.4*; E = ·; F = -8.5%; G = 180.9%[activator]

O=C(N/N=C/c1cccc(O)c1)c1ccc(COc2cccc3cccnc23)cc1
  A = -2.8%; B = 34.5*; C = 6.6%; D = 21.0*; E = ?; F = 7.5%; G = -16.1%

COc1ccccc1N1C(=O)NC(=O)/C(=C/c2ccc3c4c(cccc24)CC3)C1=O
  A = 1.0%; B = 33.2; C = ?; D = 17.5*; E = -20.4%; F = -19.9%; G = 3.9%

CC(=O)Nc1ccccc1C(=O)C(=O)Nc1ccc(C(=O)NCC2CCCO2)cc1 (centres undefined)
  A = -8.3%; B = -4.5; C = -4.1%; D = 11.9; E = 308.2%[activator]; F = -5.0%; G = 24.8%

CN(CCC#N)C(=O)COC(=O)c1ccccc1C(=O)c1ccc(Cl)c([N+](=O)[O-])c1
  A = 0.3%; B = -3.0; C = -1.6%; D = 14.5; E = -22.8%; F = 2.5%; G = -22.6%

CCn1cnc2c1c(=O)n(CC(=O)Nc1ccc(C(N)=O)cc1)c(=O)n2Cc1ccccc1
  A = -4.3%; B = 6.8; C = -4.7%; D = 4.5; E = 13.1µM*; F = 5.4%; G = ?

CCOC(=O)N1CCC(NC(=O)c2ccc(CS(=O)(=O)c3ccc(OC)cc3)o2)CC1
  A = 0.2%; B = -16.5; C = 6.2%; D = -4.0; E = -28.8%; F = 0.0%; G = ·

COc1ccc(N2CCN(C(=O)CN(c3cccc(OC)c3)S(=O)(=O)c3ccccc3)CC2)cc1
  A = -5.3%; B = -1.4; C = -5.2%; D = -3.7; E = ?; F = ?; G = 13.1µM*

Carrying on:
Labels used below: A = LmPK inh; B = Shiga inhibitor; C = TbPYK inhibitor; D = CHX counter; E = Pf growth 96h; F = AMA1-RON2 inh; G = Pf growth 48h
COc1ccccc1OCC(=O)N1CCNC1=O
  A = 2.5%; B = -10.0; C = -7.9%; D = -0.5; E = ?; F = 2.6%; G = -4.5%

O=C(NCCSC1CCCCC1)c1ccccc1
  A = 1.4%; B = 62.9*; C = 2.6%; D = 30.0*; E = ?; F = 13.8%; G = ?

CCN(CC)CCNC(=S)Nc1ccc2nc3n(c(=O)c2c1)CCCCC3
  A = 8.8%; B = -16.8; C = 0.0%; D = -2.6; E = 0.8%; F = 6.7%; G = 17.1%

O=C(O)c1ccc(NC(CSCc2cccc(F)c2)C(=O)O)c([N+](=O)[O-])c1 (centres undefined)
  A = -4.5%; B = -2.2; C = 0.0%; D = 1.2; E = 21.5%; F = -0.5%; G = ·

CC1CN(CN2C(=O)c3ccccc3C2=O)CC(C)O1 (centres undefined)
  A = 3.1%; B = -5.7; C = -1.3%; D = 2.2; E = 81.7%[activator]; F = -4.8%; G = 14.7%

O=C(NC(=O)N1CCCCCC1)c1ccccc1
  A = 0.2%; B = -17.4; C = -0.4%; D = -2.3; E = -12.6%; F = 8.7%; G = 13.3%

Cc1cc(CNC(=O)C2(C(F)(F)F)CC(CCCO)CCCO2)nn1C (centres undefined)
  A = ·; B = -11.8; C = -2.0%; D = 14.1; E = ·; F = 1.1%; G = ·

COc1ccc(N2C(=O)CCC(C(=O)O)C2c2ccc(OC)c(OC)c2)cc1 (centres undefined)
  A = 2.0%; B = -19.2; C = -1.4%; D = -1.9; E = 40.2%; F = 17.2%; G = ·

CCOc1cc(/C=C(/C#N)c2ccc(F)cc2)ccc1OCc1ccc(C(=O)O)o1
  A = 5.0%; B = 56.3; C = -5.1%; D = 9.7; E = 3.5%; F = 1.1%; G = -0.3%

CCN(CC)c1ccc2c(c1)OC(N)=C(C#N)C2c1cccnc1 (centres undefined)
  A = 3.4%; B = -22.3; C = 8.0%; D = -0.9; E = ·; F = -11.4%; G = ?

CCOc1ccc(Cc2c(Cl)nc(SC)nc2N(C)C)cc1
  A = 0.7%; B = -9.9; C = -3.0%; D = 2.0; E = ?; F = 25.6%; G = ?

COc1cc(-c2nc3n(n2)C(c2cccc(OC)c2OC)C2=C(CCCC2=O)N3)cc(OC)c1OC (centres undefined)
  A = -0.4%; B = -4.3; C = -0.3%; D = 0.4; E = 45.3%[activator]; F = 2.8%; G = ?

Nc1ccc(OCc2ccco2)cc1
  A = -1.1%; B = 39.7; C = -1.1%; D = 16.2; E = 43.9%[activator]; F = -0.3%; G = 16.4%

Cc1ccc(OCC(=O)Sc2ccc(C)cc2)cc1
  A = -0.6%; B = -7.0; C = 1.9%; D = -3.7; E = 26.3%; F = 73.5%[activator]; G = ·
